Screens deposited in PubChem by several laboratories.
RmlCD inh mix – inhibitors of RmlC and RmlD coupled enzymes | RmlC/RmlD coupled enzyme inhibition, 384-well mixture HTS | AID 1532 | inhibition, % at 5.5 µM | 0.39% of 110,000 active; in the data active = inhibition above about 30%, passing the limit was not always enough; inconclusive = no clear call, values can overlap the other calls; note: strong numbers were not always called active
RT RNaseH block – blocks HIV-1 RNase H cleavage of RNA/DNA duplex | RT-RNase H RNA/DNA duplex cleavage, fluorescence | inhibition, % at 10 µM | 1.9% of 65,000 active; in the data active = inhibition above about 50%
Starred values were filed as active, the others as inactive; ? = inconclusive; nt = no result given. A portion of the library; rates above refer to the full screens.

Order of values: RmlCD inh mix	RT RNaseH block
N#CCSc1nnc(Cc2ccc3c(c2)OCO3)o1
  5	-2
O=C(Nc1ccccc1-c1nnc(SCc2ccc(Cl)cc2)o1)c1ccccc1
  15	nt
CC(=O)c1cccc(NC(=O)c2cccc(S(=O)(=O)N(C)C)c2)c1
  -13	4
CC1CC(C)CN(C(=O)CCCn2c(=S)[nH]c3ccccc3c2=O)C1 (stereo not given)
  -2	-6
Cc1ccc(S(=O)(=O)c2c(N)n(Cc3ccco3)c3nc4ccccc4nc23)cc1
  -55	13
Cn1c(O)c(C=NC2CC(C)(C)NC(C)(C)C2)c(=O)n(C)c1=O
  14	-10
Cc1ccc(NC(=O)N2CCC(O)(c3cccnc3)CC2)cc1
  -16	nt
O=C(NCc1ccccc1)[C@@H]1CSC2c3ccccc3C(=O)N21 (stereo not given in full)
  13	nt
COc1ccc(C2CC3(CC(C)(C)NC(=O)N3)Oc3cc(O)ccc32)cc1 (stereo not given)
  -10	5
O=c1oc2c3c4c(cc2cc1-c1nc2ccccc2[nH]1)CCCN4CCC3
  nt	-278
CCN(CC)c1ccc(NC(=O)/C=C\c2ccccc2Cl)cc1
  -10	nt
CC1CN(Cc2nc3c(c(=O)n(C)c(=O)n3C)n2Cc2cccc(Cl)c2)CC(C)O1 (stereo not given)
  4	-8
CCOc1cc(C(=O)Nc2ncccn2)cc(OCC)c1OCC
  2	-4
Cc1ccc(NC2SC(=O)N(Cc3cccc(C(=O)O)c3)C2=O)cc1 (stereo not given)
  -7	6
COc1ccc(-n2nc(C(=O)NCC(=O)NCc3ccco3)c3ccccc3c2=O)cc1Cl
  ?	-8
O=C(CSc1nnc(-c2ccc(OC(F)F)cc2)o1)NCc1cccs1
  9	nt
CCCC1C2C(=O)N(c3ccccc3)C(=O)C2ON1c1ccccc1 (stereo not given)
  2	nt
COC(=O)c1ccc(NC(=O)CSc2nnc(COc3ccc4c(c3)CCCC4)o2)cc1
  -12	75*
C=CCn1c(O)c(C(C)=Nc2cc(OC)ccc2OC)c(=O)[nH]c1=O
  -4	-6
CCCn1cc(S(=O)(=O)CC(=O)NC2CCCCC2)c2ccccc21
  3	nt

Continuation.
Order of values: RmlCD inh mix	RT RNaseH block
Cc1cc(C)n2nc(C(=O)OCCOc3ccc(F)cc3)nc2n1
  -10	-18
Cc1ccc(S(=O)(=O)C(NC(=O)c2ccccc2)=C(Cl)Cl)cc1
  -11	nt
O=C(Nc1ccccn1)C12CC3CC(CC(C3)C1)C2
  -13	nt
CCOC(=O)Nc1ccc2c(CN3C(=O)NC(CC)(CC)C3=O)cc(=O)oc2c1
  38	nt
Cc1cc(NC(=O)c2c([N+](=O)[O-])cnn2C)no1
  5	nt
O=C(N/N=C/c1cccc(Oc2ccc([N+](=O)[O-])cc2[N+](=O)[O-])c1)c1cncc(Br)c1
  12	nt
CCOC(=O)N1CCN(Cc2nc3c(c(=O)n(C)c(=O)n3C)n2Cc2cccc3ccccc23)CC1
  -1	-4
CC1CC(=O)N(Cc2ccccc2)c2ccccc2N1C=O (stereo not given)
  7	-10
CCOC(=O)c1c(N)sc2c1C1CCN2CC1
  8	1
C=CCn1c(NCc2ccc3c(c2)OCO3)nc2ccccc21
  -29	-7
CC1CCCN(C(=O)CSc2nnc(-c3c[nH]c4ccccc34)o2)C1 (stereo not given)
  -5	-8
FC(F)(F)c1cccc(NC(=S)NCc2ccccc2)c1
  12	nt
Cc1ccc(NC(=O)C(SCC(=O)O)c2ccccc2)cc1C (stereo not given)
  7	nt
O=C(Cn1cc([N+](=O)[O-])cn1)Nc1ccn(Cc2c(F)c(F)cc(F)c2F)n1
  5	nt
COc1ccc(OC)c(NC(=O)C2CCCN2C(=O)C2CCC(C)CC2)c1 (stereo not given)
  -11	-11
Cn1c(=O)[nH]c(=O)c2c1nc(N1CCOCC1)n2CCCSc1ncccn1
  nt	9
Cc1ccc(CSCCNC(=O)/C=C/c2ccc(Cl)cc2)cc1
  -13	nt
COc1ccc(-c2[nH]nc3c2C(c2ccsc2)C(C#N)=C(N)O3)cc1 (stereo not given)
  2	nt
COc1ccc(C(=O)NCCc2c[nH]c3ccccc23)cc1S(=O)(=O)N1CCOCC1
  3	-1
CCOc1ccc(NC(=O)CSc2nnc(C34CC5CC(CC(C5)C3)C4)n2C)cc1
  -13	nt

Next section
Order of values: RmlCD inh mix	RT RNaseH block
O=C(Nc1cc(Cl)cc(Cl)c1)c1cnn2cccnc12
  -7	nt
COc1ccc(CC(=O)NC2CCN(Cc3nnnn3C(C)(C)C)CC2)cc1OC
  3	-5
Cc1ccc(S(=O)(=O)/C(C#N)=C/c2c(N3CCC(C(N)=O)CC3)nc3ccccn3c2=O)cc1
  24	nt
Cc1cc(-c2[nH]nc3c2C(c2ccsc2)C(C#N)=C(N)O3)c(C)s1 (stereo not given)
  -8	4
CC(O)C(=O)N/N=C/c1cccc(Cl)c1Cl (stereo not given)
  -9	nt
CCCCCC(=O)Nc1c(-c2cccs2)c(=O)c2ccccc2n1C
  -6	nt
COc1ccc(C(=O)Oc2cccnc2)cc1OC
  8	-5
NC(=O)c1nn(-c2cccc(Cl)c2)c(=O)cc1O
  8	nt
CC(Oc1ccc(Cl)cc1Cl)C(=O)/C=C/N(C)C (stereo not given)
  10	nt
Cc1ccc(CNC(=O)C(=O)NCC2CCCO2)cc1 (stereo not given)
  -3	nt
O=C(Nc1ccc2ccccc2c1)N1CCN(c2ncccc2C(F)(F)F)CC1
  13	-8
COC(=O)C1C2C=CC3(CN(CCc4ccccc4)C(=O)C13)O2 (stereo not given)
  4	-7
O=C(OCc1cc2ccccc2[nH]c1=O)C1CCCO1 (stereo not given)
  0	-11
CC1(C)C(c2ccccc2)=NC(c2ccccc2)N1O (stereo not given)
  -8	-7
CCCCOc1cccc(NC(=O)CSc2nccn2C)c1
  13	-8
Cc1ccc(C(=O)NCCN2CCCC2)cc1
  -10	nt
COc1cccc(-n2c(CNC(=O)OC(C)(C)C)n[nH]c2=S)c1
  3	-1
CN(C)c1ccc(/C=C/c2cc[n+](C)cc2)cc1
  8	nt
Cc1onc(-c2ccccc2)c1C(=O)N1CCC2(CC1)OCCO2
  -6	-5
Cc1cccc2cc(C(c3nnnn3C(C)(C)C)N3CCN(C(=O)c4ccco4)CC3)c(=O)[nH]c12 (stereo not given)
  0	2

Overlap with the part before: 3 entries; new compounds follow.
Order of values: RmlCD inh mix	RT RNaseH block
CN(C)c1ccc(/C=C/c2cc[n+](C)cc2)cc1
  8	nt
Cc1onc(-c2ccccc2)c1C(=O)N1CCC2(CC1)OCCO2
  -6	-5
Cc1cccc2cc(C(c3nnnn3C(C)(C)C)N3CCN(C(=O)c4ccco4)CC3)c(=O)[nH]c12 (stereo not given)
  0	2
CCCOc1ccc([N+](=O)[O-])cc1C1NC(=S)NC(c2ccccc2)=C1C(=O)OCC (stereo not given)
  -11	nt
COc1ccc(C(=O)CN(C(=O)c2ccc(Cl)cc2)N2C(=O)c3ccccc3C2=O)cc1
  -19	nt
CCOC(=O)Nc1ccc2c(c1)N(C(=O)N(C)C)c1ccccc1CC2
  -5	-5
CSc1nsc(SC)c1NC(=O)OCC1CCCO1 (stereo not given)
  -11	-8
CC(C)COC(=O)NCC12C=CC(O1)C1C(=O)N(c3ccc(Cl)cc3)C(=O)C12 (stereo not given)
  -4	-15
CCOC(=O)C1C(=O)N(C)C2(C)CC1c1ccccc1O2 (stereo not given)
  -1	-7
CCC(Sc1nc(-c2ccccc2)c(C#N)c(=O)[nH]1)C(=O)Nc1cc(C)on1 (stereo not given)
  114	6
CC(C)c1nc2oc3ccccc3c(=O)c2c(=O)n1-c1ccccc1
  0	nt
CSCCC(NC(N)=O)C(=O)N(C)CC(=O)Nc1cc(C)ccc1C (stereo not given)
  5	nt
COC(=O)CCCC1=CC2=CC(=O)C(C)(OC(=O)c3cccs3)C(=O)C2=CN1CCCCO (stereo not given)
  -5	nt
CCOc1ccc2nc3c(cc2c1)CN(CCOC)C(=NC)S3
  -6	nt
CCN1CC=C2C(C1)C(c1ccc(Cl)s1)C(C#N)=C(N)C2(C#N)C#N (stereo not given)
  nt	-19
CC12CCC(C(=O)Nc3ccccc3)(C/C1=N\O)C2(C)C (stereo not given)
  3	nt
O=C(COc1ccc(Cl)cc1)N/N=C/CCc1ccccc1
  -39	nt
COc1cccc(-c2nc3ccccc3c(=O)o2)c1
  -2	nt
Cn1cccc1CN1CCN(C(=O)COc2ccccc2)CC1
  13	-4
O=C1C(c2c(O)[nH]c3ccccc23)=Nc2ccccc21
  -14	nt
COc1ccc(C(=O)N2CCN=C2SC)cc1OC
  -12	-17
CC1C2C(C)N(C)C(=O)N(C)C2N(C)C(=O)N1C (stereo not given)
  -12	1
CCC(=O)Nc1ccc(NC(=O)CN2CCCC(C)C2)c(Cl)c1 (stereo not given)
  5	2

Next section:
Order of values: RmlCD inh mix	RT RNaseH block
C=C(C)Cn1c(Sc2nc3ccccc3[nH]2)nc2c1c(=O)[nH]c(=O)n2C
  9	12
O=C(c1ccncc1)N1CCN(C(=O)c2cccc3ccccc23)CC1
  -8	4
C=CCn1c(SCC(=O)Nc2ncc(Cc3cc(Cl)ccc3Cl)s2)nnc1-c1ccncc1
  -14	nt
CC1=C(C(=O)O)N2C(=O)[C@@H](NC(=O)CCCC(=O)O)[C@H]2SC1
  -11	nt
O=c1[nH]c(CN(CCO)CCO)nc2c1C1(CCCCC1)Cc1ccccc1-2
  -4	1
CC(C)(C)CN1C(=O)C(=O)NC[C@@H]1CCCCN
  -9	nt
CCc1ccc(C(C(=O)NC(C)(C)CC)N(Cc2ccco2)C(=O)Cn2nnc3ccccc32)cc1 (stereo not given)
  2	nt
CN(CCc1ccccn1)C(=O)CCNC(=O)Cn1cnc2ccccc2c1=O
  8	-9
COC(=O)C1=C(N)Oc2c(c(=O)oc3ccccc23)[C@]12C(=O)N(C)c1ccccc12
  -8	9
COc1ccc(-n2c(Cc3cccn3C)nnc2SCC(=O)Nc2ccc(C)cc2C)cc1
  5	-25
CC1CCN(C(=O)CSc2nnc(-c3cc4ccccc4cc3O)n2Cc2ccco2)CC1
  9	17
COc1nc(OC)nc(N2CCC(C(=O)NCC3CCCCC3)CC2)n1
  -4	5
CCCc1cc(=O)oc2cc(OCC(=O)N(C)C)c(Cl)cc12
  nt	-4
CCn1nc(NC(=O)c2cccnc2)c2cc3ccccc3nc21
  -7	-29
COC(=O)C1=C(C)NC(C)=C([N+](=O)[O-])C1c1ccccc1C(F)(F)F (stereo not given)
  17	nt
CCN(CC)P(=O)(NC(=O)C(Cl)(Cl)Cl)N(CC)CC.[Cl-].[Cl-].[Cl-].[Nd+3]
  -9	nt
O=c1[nH]c2cc3c(cc2cc1C(c1nnnn1C1CCCC1)N1CCSCC1)OCCO3 (stereo not given)
  nt	61*
COc1ccccc1N(C(=O)NCc1ccccc1)C1=NCC(C)S1 (stereo not given)
  -6	-57

Structural class, the compounds so far with an aryl methoxy group
Order of values: RmlCD inh mix	RT RNaseH block
COc1ccc(C2CC3(CC(C)(C)NC(=O)N3)Oc3cc(O)ccc32)cc1 (stereo not given)
  -10	5
COc1ccc(-n2nc(C(=O)NCC(=O)NCc3ccco3)c3ccccc3c2=O)cc1Cl
  ?	-8
C=CCn1c(O)c(C(C)=Nc2cc(OC)ccc2OC)c(=O)[nH]c1=O
  -4	-6
COc1ccc(OC)c(NC(=O)C2CCCN2C(=O)C2CCC(C)CC2)c1 (stereo not given)
  -11	-11
COc1ccc(-c2[nH]nc3c2C(c2ccsc2)C(C#N)=C(N)O3)cc1 (stereo not given)
  2	nt
COc1ccc(C(=O)NCCc2c[nH]c3ccccc23)cc1S(=O)(=O)N1CCOCC1
  3	-1
COc1ccc(CC(=O)NC2CCN(Cc3nnnn3C(C)(C)C)CC2)cc1OC
  3	-5
COc1ccc(C(=O)Oc2cccnc2)cc1OC
  8	-5
COc1cccc(-n2c(CNC(=O)OC(C)(C)C)n[nH]c2=S)c1
  3	-1
COc1ccc(C(=O)CN(C(=O)c2ccc(Cl)cc2)N2C(=O)c3ccccc3C2=O)cc1
  -19	nt
COc1cccc(-c2nc3ccccc3c(=O)o2)c1
  -2	nt
COc1ccc(C(=O)N2CCN=C2SC)cc1OC
  -12	-17
COc1ccc(-n2c(Cc3cccn3C)nnc2SCC(=O)Nc2ccc(C)cc2C)cc1
  5	-25
COc1nc(OC)nc(N2CCC(C(=O)NCC3CCCCC3)CC2)n1
  -4	5
COc1ccccc1N(C(=O)NCc1ccccc1)C1=NCC(C)S1 (stereo not given)
  -6	-57
